# GAA inhib: alpha-glucosidase (human) inhibition. P10253. purified human GAA, 4-MU-alpha-glucoside fluorescence. Potency, µM (highest dose often 76.9 µM), inactives show at the top dose activity change, negative = inhibition, hits mostly inhibitors. actives 0.005% (n = 200,000);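 also: plate controls were uninhibited enzyme wells for no effect and no-enzyme background for full effect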
#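 Read-out is 4-methylumbelliferone fluorescence (Ex 365/Em 440 nm) after NaOH/glycine stop at pH 10. Enzyme 4 nM, substrate 400 uM, pH 5.0 citrate buffer, 20 min room temperature; AC50 from Hill-equation concentration-response.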
# GAA glycogen mod: alters human alpha-glucosidase cleavage of glycogen. P10253. recombinant GAA, glycogen substrate, Amplex Red glucose oxidase fluorescence. Potency, µM (series often up to 76.4 µM), inactives show at the top dose activity change, negative = inhibition, most hits filed as inhibitors. actives 0.38% (n = 300,000). AID 2100;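 also: 0% = full enzyme reaction and -100% = no-enzyme basal signal; the screen sought inhibitors and activators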
#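 qHTS, 1536-well; enzyme 4 nM final; cpd up to 77 uM; substrate bovine liver glycogen 30 ug; 50 mM citrate/phosphate pH 5.0, 0.01% Tween-20; 37 C, 40 min; Amplex Red detection 45 min RT; Hill fit → AC50.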
# IMPase Li cell: cell-permeable IMPase inhibitors with lithium potentiation; CHO-M1 cells, IP1 TR-FRET (IP-One), carbachol + lithium; Potency, µM (highest dose often 59.4 µM), without a hit: top-dose activity, negative = IMPase inhibition, usual class: inhibitors; actives 0.35% (n = 210,000); AID 1457;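 also: IP1 builds up when IMPase is blocked and the TR-FRET signal falls; plate controls were basal vehicle for no effect and high inhibitor control for full effect; nearly all actives have a fitted effect of over 50% in size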
#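 Readout is a homogeneous TR-FRET IP1 immunoassay (Ex 320, Em 665 and 620), where raised cytosolic IP1 lowers signal. Cells were CHO-M1 treated 30 min at 37C with test compounds plus a little lithium; AC50 values came from Hill-equation fitting.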
# GoLoco inh red: inhibitors of human Gai1-RGS12 GoLoco interaction (red fluorophore) | P63096 | Gai1:RGS12 GoLoco peptide FP, rhodamine, 10 min | Potency, µM (doses to about 61.6 µM), for inactives: at the top dose activity, negative = inhibition, most hits filed as inhibitors | actives 0.44% (n = 230,000) | AID 880; active = well fitted inhibition curve with a large enough effect, not every such curve was filed as active; inactive = no such curve, though single readings can be large or run the other way; also: % is scaled to controls: 0 for no effect and ±100 for the full control effect; nearly all actives have a fitted effect of over 30% in size; many of its hits are not listed in these tables
# Target sequence (P63096 whole entry, looked up): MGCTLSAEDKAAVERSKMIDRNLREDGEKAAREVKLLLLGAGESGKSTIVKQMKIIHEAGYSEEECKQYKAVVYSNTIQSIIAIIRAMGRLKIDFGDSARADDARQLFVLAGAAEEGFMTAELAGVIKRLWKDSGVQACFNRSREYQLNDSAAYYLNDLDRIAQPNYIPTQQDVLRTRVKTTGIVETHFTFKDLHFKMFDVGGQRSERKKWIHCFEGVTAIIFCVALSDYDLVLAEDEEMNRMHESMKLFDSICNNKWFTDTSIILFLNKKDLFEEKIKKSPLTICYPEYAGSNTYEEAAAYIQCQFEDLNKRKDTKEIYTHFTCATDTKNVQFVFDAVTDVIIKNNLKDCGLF
# HTT aggregate: mutant huntingtin aggregation inhibition. PC12 HttQ103-GFP aggregates, Acumen cytometry, 40 h. Potency, µM (doses to about 46.1 µM), for the others: top-dose activity change, negative = inhibition, usual class: inhibitors. actives 1.1% (n = 220,000). AID 1688; also: % is scaled to controls: 0 for no effect and ±100 for the full control effect; nearly all actives have a fitted effect of over 60% in size
#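 PC12 cells with ecdysone-inducible HTT exon1 Q103-GFP, induced by 100 nM tebufenozide, given compounds in a concentration series. GFP aggregates (1–25 um, 6 SD above background) counted in lysates by laser-scanning cytometry, 488 nm excitation.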
# HTT ATP protect: cytoprotection in Huntington HTT-Q103 PC12 cell model | PC12 HTT-Q103 induced, cytoprotection, ATP luminescence, 40 h | Potency, µM (titrated, usually from 56.4 µM), for the others: cytoprotection (ATP increase), hits mostly activators | actives 0.14% (n = 230,000);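 also: % of control where 0% means no effect; nearly all actives have a fitted effect of over 45% in size; toxic huntingtin expression switched on by the ecdysone agonist tebufenozide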
#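 PC12 cells stably carrying ecdysone-inducible Htt exon 1 (Q103)–GFP were induced with 100 nM tebufenozide (final) alongside library compounds in a dose series. Cytoprotection was scored as retained ATP by ATPlite luminescence.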
# GAA spleen mod: inhibitors or activators of human alpha-glucosidase in spleen homogenate | P10253 | AID 2112 | Potency, µM (highest dose often 79.9 µM), for inactives: at the highest dose activity change, negative = inhibition, actives largely listed as inhibitors | human spleen homogenate, 4-MU-alpha-glucoside fluorescence | actives 0.006% (n = 240,000);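 also: 0% = enzyme with vehicle and -100% = no enzyme basal signal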
#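 AC50 values come from Hill-equation fits of concentration-response data, normalized to no-enzyme and full-activity controls. Enzyme source: 1 ug human spleen homogenate; 1 mM fluorogenic 4-MU glucoside, pH 5.0 citrate buffer, 37 C, 40 min.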
# Active calls of the source: *; ? = inconclusive; nt = not tested or not shown; & = joins results of further samples; [ ] = remark or other dose. Unless noted, calls follow the shape of the dose curve; as a rule, active = well fitted curve in the direction sought with a large enough effect; inconclusive = small, poorly fitted or top-dose-only effect, or another doubt; inactive = no such curve, though single readings can be large; an effect the other way counts as inactive or inconclusive. Potency is read from the fitted curve at half-maximal effect.
SMILES,GAA inhib,GAA glycogen mod,IMPase Li cell,GoLoco inh red,HTT aggregate,HTT ATP protect,GAA spleen mod
Cn1c(=O)c2ncn(CC(=O)Nc3cccc(-c4nc5ccccc5s4)c3)c2n(C)c1=O,-2.5%,-4.6%,0.9%[38.3 µM],11.7%,0.1%,-12.4%,1.8%
O=c1c2ccccc2ncn1Cc1ccccc1,-0.1%[15.4 µM],4.4%,nt,-2.0%,-13.2%[9.22 µM],-7.2%[10 µM],2.0%
Cc1cc2c(c(C)nn2-c2ccccc2)c(=O)o1,-0.8%,8.2%,-4.1%[38.3 µM],6.4%,10.5%,-10.1%,0.7%
Cc1ccc(-c2csc(C3C(N)=NC(S)=C(C#N)C34CCCCC4)n2)cc1 (centres undefined),-14.5%,-7.6%,34.0%[38.3 µM],20.1%,-8.8%,33.6%,1.5%
COc1cc2c(cc1OC)CN(CC(=O)Nc1ccc(C#N)cc1)CC2,-5.4%,7.1%,42.6%[activator][38.3 µM],56.7%[activator],10.6%,3.4%,4.9%
CCC(CC)c1nnc(NC(=O)c2ccc(N3CCCCC3)c([N+](=O)[O-])c2)s1,-8.0%,4.4%,3.4%,5.1%,12.6%,-6.3%[10 µM],-0.8%
CCCCOC(=O)C1=C(C)Nc2ncnn2C1c1ccc(OC)c(OC)c1OC (centres undefined),-11.0%,1.2%,13.8%,-5.0%,?,2.8%[10 µM],-2.3%
Cc1ccc(-c2cc(C(F)F)n3ncc(C(=O)Nc4c(C)nn(Cc5ccccc5Cl)c4C)c3n2)cc1,?,5.2%,37.8%[activator][38.3 µM],7.0%,?,-95.7%[inhibitor],-4.3%
Cc1ccc(OCC(O)CN2CCN(CC(O)COC(C)C)CC2)c(C(C)(C)C)c1 (centres undefined),-6.2%,2.0%,3.3%[38.3 µM],-1.4%,-14.1%,-2.1%,-7.0%
CCn1c(SCC(=O)c2ccc(O)c(O)c2)nnc1-c1ccc(C)cc1,-4.7%,12.5µM*,-6.2%[38.3 µM],-4.7%,-16.5%,-19.9%,-4.0%
C=CCN=C(NC#N)SCc1ccccc1Cl,-10.5%,11.2%,nt,nt,5.7%,-30.1%,5.0%
COc1cc(C(=O)NC2CC3CCCC(C2)N3C2CC2)cc(OC)c1OC (centres undefined),-16.4%,4.0%,15.6%[38.3 µM],-2.5%,8.8%,-11.9%[10 µM],8.0%
Cc1cccc(Nc2nc(N)c([N+](=O)[O-])c(N3CCC(C)CC3)n2)c1,-28.4%,8.4%,19.4%,3.1%,1.9%,-30.3%[10 µM],2.7%
O=C(NCc1ccc2c(c1)OCO2)C1CCC(CNS(=O)(=O)c2ccc(Cl)cc2)CC1 (centres undefined),-2.5%,-4.3%,0.6%[38.3 µM],-2.5%,-9.4%,3.2%,6.0%
N=C1C(c2ccccc2)=C(O)CN1c1ccc2c(c1)OCO2,-7.8%,7.0%,4.5%[38.3 µM],9.8%,16.0%,-18.6%,0.5%
CC1=CC(C)(C)N(C(=O)CN2C(=O)CCC2=O)c2ccccc21,7.2%,13.8%,-7.2%,3.8%,2.2%[9.22 µM],16.4%[10 µM],-3.4%
COc1cc(/C=C/C(=O)c2c(O)cc(C)oc2=O)cc(OC)c1O,?,2.8%,12.9%[38.3 µM],84.7%[activator],?,4.9%,3.5%&-2.6%
COc1ccc(C2C(C)C3(O)CC(C#N)(C(=O)N3)C2(C#N)C#N)cc1 (centres undefined),nt,1.2%,nt,5.2%,-20.5%[9.22 µM],12.7%[10 µM],-3.8%
CCN1C(=O)c2cccc3c(NC(=O)C(C)(C)C)ccc1c23,-7.1%,4.1%,27.5%[38.3 µM],-14.7%,16.0%,-18.4%[10 µM],4.7%
O=C(CN1CCOCC1)Nc1ccccc1Cl,1.0%,7.9%,32.6%[38.3 µM],3.4%,22.6%,15.3%,8.7%
COC(=O)c1cc(NC(=O)Cc2ccc(OC)cc2)cc(C(=O)OC)c1,-2.4%,0.8%,1.4%[38.3 µM],-6.0%,13.1%,-2.2%,0.8%
S=C(NN=C1CCN(Cc2ccccc2)CC1)NC1CCCCC1,-1.5%,?,11.0%,9.0%,-25.3%,17.5%,5.4%
NC(=S)NNc1ccnc2cc(Cl)ccc12,1.8%,?,27.0%,3.5%,6.2%,3.6%,nt
O=C(Cc1cccs1)NC1CCCC1,?,13.7%,-0.1%,6.9%,11.4%[9.22 µM],16.4%[10 µM],3.1%
O=S(=O)(c1ccccc1F)N1CCN(C(=S)NCc2ccccc2)CC1,-5.9%,-11.0%,6.2%,-6.0%,4.2%,nt,-9.1%

# Among those listed so far, two have fluorine.
SMILES,GAA inhib,GAA glycogen mod,IMPase Li cell,GoLoco inh red,HTT aggregate,HTT ATP protect,GAA spleen mod
Cc1ccc(-c2cc(C(F)F)n3ncc(C(=O)Nc4c(C)nn(Cc5ccccc5Cl)c4C)c3n2)cc1,?,5.2%,37.8%[activator][38.3 µM],7.0%,?,-95.7%[inhibitor],-4.3%
O=S(=O)(c1ccccc1F)N1CCN(C(=S)NCc2ccccc2)CC1,-5.9%,-11.0%,6.2%,-6.0%,4.2%,nt,-9.1%

# Full records as entered above. Screens in order: GAA inhib	GAA glycogen mod	IMPase Li cell	GoLoco inh red	HTT aggregate	HTT ATP protect	GAA spleen mod
# N=C1C(c2ccccc2)=C(O)CN1c1ccc2c(c1)OCO2 is entered as -7.8%	7.0%	4.5%[38.3 µM]	9.8%	16.0%	-18.6%	0.5%
# C=CCN=C(NC#N)SCc1ccccc1Cl is entered as -10.5%	11.2%	nt	nt	5.7%	-30.1%	5.0%

# Next part
SMILES,GAA inhib,GAA glycogen mod,IMPase Li cell,GoLoco inh red,HTT aggregate,HTT ATP protect,GAA spleen mod
CCOC(=O)N1CCC(N2C(=O)c3ccccc3C2Nc2c(C)cccc2C)CC1 (centres undefined),?,12.2%,3.8%[38.3 µM],-2.5%,1.1%,-14.7%,3.1%
CC(C)CCNC(=O)CCc1nnc(Cc2c[nH]c3ccccc23)o1,0.6%,1.4%,11.1%,-8.6%,13.0%,-28.1%,-1.7%
OCc1nc2nc(Cl)c(Cl)nc2[nH]1,10.6%,2.1%,nt,8.1%,0.3%[9.22 µM],-1.2%[10 µM],3.7%
COc1ccc2c(c1OC)C(=O)OC2CC(=O)c1ccc(N(C)C)cc1 (centres undefined),?,-2.5%,-11.8%[38.3 µM],5.8%,-3.5%,5.4%,-12.3%
Cc1ccc(OCCC(=O)Nc2ccc(C)c(F)c2)cc1,-8.0%,-12.7%,10.4%,9.1%,5.0%[9.22 µM],0.9%[10 µM],-10.1%
Cc1cccc(CN2CCCC(C(=O)c3ccc4c5c(cccc35)CC4)C2)n1 (centres undefined),7.2%,-5.3%,24.3%,21.4%,25.2%[9.22 µM],29.1%[10 µM],1.8%
COc1ccc(NC(=O)CN(C)S(=O)(=O)c2ccc(Cl)cc2)cc1Cl,-2.4%,-0.7%,3.3%[38.3 µM],0.0%,-7.5%,-2.3%,-1.7%
O=C(c1ccncc1)N1CCN(C(=O)c2cccs2)CC1,-12.2%,-1.8%,5.0%[38.3 µM],-12.3%,19.4%,-19.2%,0.6%
O=C(N/N=C/c1ccccn1)C(O)c1ccccc1 (centres undefined),nt,0.4%,nt,10.9%,3.5%[9.22 µM],17.7%[10 µM],-2.0%
COc1c(Cl)ccc(Cl)c1C(=O)NC(=O)N1CCOCC1,-2.2%,0.6%,-6.6%[38.3 µM],-0.5%,8.8%,-7.2%,-5.7%
O=c1oc2ccccc2c2c1SC(C(F)(F)F)C2 (centres undefined),?,-4.6%,-10.4%[38.3 µM],0.7%,-19.4%,-3.7%,7.4%
COc1ccc(Oc2cccc(Cl)c2CNC(=O)c2ccccc2C(=O)O)cc1,-6.8%,7.6%,nt,-5.8%,17.9%[9.22 µM],22.3%[10 µM],8.7%
CSc1ccccc1NC(=O)c1ccccn1,-2.0%,7.2%,-3.4%,3.3%,-23.9%,-24.0%,-5.4%
O=C1CCCc2c1sc1nc3n(c(=O)c21)CCCCC3,-2.2%,0.2%,-2.9%[38.3 µM],-9.9%,20.7%,-1.5%,?
O=C(CC(c1ccccc1)c1ccccc1)Nc1ccncc1,nt,2.3%,nt,1.6%,-9.0%[9.22 µM],-6.1%[10 µM],-3.4%
c1ccc(Oc2ccc(-c3ccn[nH]3)cc2)cc1,4.8%,-3.1%,nt,3.7%,5.7%[9.22 µM],8.8%[10 µM],-9.2%
Cn1cnc([N+](=O)[O-])c1S(=O)(=O)c1ccc(Cl)cc1,-5.3%,6.6%,3.4%,-2.0%,?,nt,2.7%
CCC(C)NC(=O)C1CCN(C(=O)c2ccccc2)CC1 (centres undefined),8.9%,-6.4%,-12.4%[38.3 µM],-11.3%,6.3%,-18.3%,0.7%
C/C(=N\NC(=S)Nc1cccc(C)c1)c1ccco1,?,21.8%,8.5%,16.8%,10.0%[9.22 µM],18.2%[10 µM],9.1%
N#CC(c1ccc(O)cc1)N1CCOCC1 (centres undefined),-5.0%,3.5%,4.5%,-4.9%,14.3%,1.7%[1.9 µM],-2.0%
O=C(O)CCC(=O)NCc1c(Cl)cccc1Sc1ccc(Cl)cc1,3.2%,-13.6%,nt,-10.1%,8.1%[9.22 µM],23.8%[10 µM],-6.2%
O=C(c1ccco1)N(Cc1nc2ccccc2c(=O)[nH]1)C1CCCC1,-0.6%,-13.9%,10.1%[38.3 µM],8.9%,-7.0%,1.2%,0.1%
O=C(C1=NN[C@@H]2C(=O)N(c3cccc(C(F)(F)F)c3)C(=O)[C@H]12)C(c1ccccc1)c1ccccc1,?,-10.3%,-6.0%,12.9%,8.9%,-18.2%[10 µM],-8.2%
FC(F)(F)c1cnc(Nc2ccc(N3CCOCC3)cc2)c(Cl)c1,-1.7%,-20.8%,-8.0%[38.3 µM],-9.8%,-4.0%,-2.0%,-2.5%
CCOc1ccc(/C=C(\C#N)C(=O)c2c(C)[nH]c3ccccc23)cc1OC,?,-7.7%,19.2%,-2.2%,1.6%,-3.1%[10 µM],7.4%
Cc1cnc(C(=O)Nc2ccc(-n3cnnn3)cc2)cn1,-4.8%,6.8%,10.9%[38.3 µM],-3.4%,-7.4%,-15.9%[10 µM],-0.3%
O=C(O)C(Cc1cc2ccccc2[nH]1)N1C(=O)C2CC=C(Cl)CC2C1=O (centres undefined),3.3%,4.0%,-0.1%,9.4%,-6.4%,-4.5%[10 µM],1.6%
O=C(Nc1ccccc1)c1ccccc1Oc1ccc(C(F)(F)F)cc1[N+](=O)[O-],3.7%,6.0%,14.8%,15.2%,-14.6%,11.1%[10 µM],-6.1%

# Some of the compounds tested, so the mix of outcomes need not match the whole.
